Assay outcomes from PubChem BioAssay.
MKP-3 inhibition – inhibition of rat DUSP6 enzyme activity – biochemical, in vitro, primary screen (AID 425); one-dose inhibition, % at 20 µM; IC50 in µM for titrated hits; recombinant MKP-3 phosphatase activity, fluorescence; higher % means a stronger effect; 110,000 tested, 0.17% active; in the data active means inhibition above about 50%;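 further: plate controls were vehicle for no effect and reference inhibitor for full effect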
Hsp70 displacement – Hsp70 inhibitors, probe displacement, primary screen, biochemical, fluorescence polarization (AID 583) | 140,000 tested, 0.06% active | Hsp70 fluorescence polarization probe displacement, mP; higher % means a stronger effect | displacement, % at 20 µM, or IC50 in µM where a hit was titrated; in the data active means displacement above about 50%;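 further: plate controls were vehicle for no effect and reference ligand for full effect; a part of the inactive calls stands beside numbers as strong as those of hits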
* = called active by the depositor; / = not tested or not shown; & = joins results of further samples. This is a subset, so the mix of outcomes need not match the whole.

entry | structure | MKP-3 inhibition | Hsp70 displacement
1 | CNc1c(N)n(Cc2ccccc2)c(=O)[nH]c1=O | / | 8.6%
2 | O=C(Nc1nc2ccccc2[nH]1)c1ccc(Cl)c(Cl)c1 | 5% | -6.4%
3 | CN(C1=NC(=O)/C(=C\c2ccc(Cl)cc2)S1)c1ccc(O)cc1 | 5% | -1.6%
4 | COc1ccc(NC(=O)c2cnn3c2NC(c2ccco2)CC3C(F)(F)F)c(OC)c1 (centres undefined) | 1% | -0.7%
5 | CCOC(=O)CSc1nc2c(cnn2-c2ccc(C)cc2)c(=O)[nH]1 | -4% | 1.8%
6 | CC1=CC(C)C2C(=O)N(O)C(=O)C2C1 (centres undefined) | / | 8.6%
7 | C=CCSc1nnc(-c2cc(Br)ccc2N)c(=O)[nH]1 | -3% | 8.3%
8 | CCCn1c(=O)c2c(nc(Br)n2CCC)n(C)c1=O | -2% | -1.4%
9 | Cc1ccc(Cn2ncn3c(cc4ccccc43)c2=O)cc1 | 5% | 1.1%
10 | CN1C(=O)/C(=C/C=C/c2ccco2)SC1=S | 12% | -1.5%
11 | CCOC(=O)c1csc(NC(=O)c2ccc(S(=O)(=O)N3CCCC3)cc2)n1 | 2%&4% | 1.6%&-2.7%
12 | CCOC(=O)c1csc(NC(=O)C(C)(C)C)n1 | -4% | 7.1%
13 | CC(NC(=O)CCSc1nc(-c2ccco2)cc(C(F)(F)F)n1)c1ccccc1 (centres undefined) | / | -9.1%
14 | CCC(Sc1nc2sc(C(=O)OC)c(C)c2c(=O)n1N)C(=O)NCC1CCCO1 (centres undefined) | 1% | -3.5%
15 | O=C(CSc1ncn[nH]1)Nc1ccc(Br)cc1F | -10% | -3.3%
16 | Cc1ccc(-n2nnc3c(=O)n(Cc4ccccc4C)cnc32)cc1 | -4% | 2.5%
17 | C(=C\c1ccco1)/C=N/Nc1nnc2c(n1)[nH]c1ccccc12 | 8% | 2.4%
18 | O=C(CCCN1C(=O)c2ccccc2C1=O)Nc1nccs1 | / | -1.9%
19 | CC(NC(=O)Cn1cc(C(=O)C2CC2)c2ccccc21)c1ccccc1 (centres undefined) | / | 0.2%
20 | Cc1cccc(/C(N)=N/OC(=O)c2ccc(Cl)cc2Cl)c1 | 0% | -2.4%
21 | O=C(Cn1c(=O)oc2cc(S(=O)(=O)N3CCCC3)ccc21)Nc1ccc(C(F)(F)F)cc1 | -4% | 5.3%
22 | CCc1cccc(C)c1NC(=O)c1ccc(Br)o1 | 2% | -1.3%
23 | COc1cc(/C=C2\SC(=Nc3ccc(C)c(Cl)c3)NC2=O)ccc1O | 3% | -0.7%
24 | COC(=O)c1cccnc1NC(=S)NNC(=O)c1ccncc1 | / | 1.9%
25 | Fc1ccccc1-c1nc(-c2ccc(Br)cc2)no1 | 0% | 5.5%
26 | COc1ccc(N(Cc2ccc(C(=O)Nc3ccc(OC)c(OC)c3)cc2)S(=O)(=O)c2ccccc2)cc1 | 0% | -3.2%
27 | COc1cccc(/C=C2/C(=O)NC(=O)N(c3ccc(C(C)C)cc3)C2=O)c1O | 2% | 5.0%
28 | CCN(CC)S(=O)(=O)c1ccc(NC(=O)c2ccc(CN3CCOCC3)cc2)cc1 | / | -9.3%
29 | O=C1/C(=C\Nc2cc(Cl)ccc2O)CCc2ccccc21 | 10% | 11%
30 | Cc1cc(NC(=O)c2ccc(C)c([N+](=O)[O-])c2)ccc1Br | 0% | 2.9%

Retrieved by structure from the list above (2):
entry | structure | MKP-3 inhibition | Hsp70 displacement
19 | CC(NC(=O)Cn1cc(C(=O)C2CC2)c2ccccc21)c1ccccc1 (centres undefined) | / | 0.2%
17 | C(=C\c1ccco1)/C=N/Nc1nnc2c(n1)[nH]c1ccccc12 | 8% | 2.4%

(continued)
entry | structure | MKP-3 inhibition | Hsp70 displacement
31 | O=C(Cn1cc2c(n1)CCCC2)N1CCCC1 | -3% | 0.2%
32 | CC(NC(=O)c1ccc(Cl)s1)C1CCCO1 (centres undefined) | / | -1.2%
33 | CCOc1ccc(-c2[nH]ncc2Oc2cccc(OC)c2)c(O)c1 | -20% | -2.3%
34 | COC(=O)c1ccc(S(=O)(=O)N2CCCC2)o1 | -7% | 0.6%
35 | Cc1cc(Br)ccc1N1C(=O)/C(=C/c2cccs2)C(=O)NC1=S | 7% | -4.0%
36 | COc1ccc(-n2nnc3c(SCC(=O)N4CCN(c5ccccc5)CC4)ncnc32)cc1 | -9% | 9.6%
37 | COc1cc(C2C(C(=O)OCCOc3ccccc3)=C(C)NC3=C2C(=O)CC(C)(C)C3)cc(Cl)c1O (centres undefined) | 0% | 3.8%
38 | Cc1nc(SCC(=O)Nc2ccc3c(c2)OCO3)c(C#N)c2c1CCCC2 | 4% | 9.0%
39 | COc1ccc(/C(N)=N/OC(=O)Cc2ccc(Cl)cc2)cc1 | 1% | 0.9%
40 | O=C(COc1ncnc2c(Cl)cc(Cl)cc12)NCCC1=CCCCC1 | / | 4.1%
41 | CN1CCC(=NOC(=O)c2ccc(F)cc2)CC1 | 0% | -0.2%
42 | Cn1c(=O)c2c(nc(NCc3ccco3)n2C/C=C/c2ccccc2)n(C)c1=O | -8% | -2.1%
43 | CC(=O)NCC12CC3CC(C1)CC(C(=O)O)(C3)C2 | 7% | 2.9%
44 | CC(=O)N/N=C/c1nc2ccccc2[nH]1 | -5% | 0.4%
45 | CCCCOc1nc(N)nc(-c2ccccc2)n1 | 2% | 3.5%
46 | COc1ccc(CC(=O)Nc2nncs2)cc1OC | -10% | 5.2%
47 | N#Cc1cccc(NC(=O)CCC2CCCC2)c1 | -7% | -3.3%
48 | O=C(c1cccc(-c2nnc(-c3ccccc3)o2)c1)N1CCCCCC1 | / | 1.2%
49 | Cc1ccc(N2C(=O)CC(N3CCCC3)C2=O)cc1 (centres undefined) | -5% | 1.7%
50 | O=C(c1cc(F)c(F)cc1Cl)N1CCN(c2ccc([N+](=O)[O-])c(N3CCCC3)c2)CC1 | -3% | -1.4%
51 | CCC1Oc2ccccc2N(CC(=O)NCCN2CCc3ccccc3C2)C1=O (centres undefined) | 1% | -3.6%
52 | Cc1cccc(C2c3c(n(C)c(=O)n(C)c3=O)N=C3c4ccccc4C(=O)C32)c1 (centres undefined) | 13% | 4.5%
53 | CN(Cc1ccccc1)c1nc2c(c(=O)n(C)c(=O)n2C)n1CCSc1ncccn1 | -8% | 1.7%
54 | COC(=O)C1=C(C(=O)OC)SC(=C2C(=S)C(C)(C)N(C(=O)CN3C(=O)CCC3=O)c3ccccc32)S1 | -1% | 7.1%
55 | CCc1nnc(NS(=O)(=O)c2ccc(NS(=O)(=O)c3ccccc3)cc2)s1 | -8%&-2% | -3.6%&3.6%
56 | Cc1nn(C)c(C)c1S(=O)(=O)N1CCCC(C(=O)N2CCN(c3ccc(Cl)cc3)CC2)C1 (centres undefined) | -13% | 2.1%
57 | O=C(COc1ccc(S(=O)(=O)NC2CCCCC2)cc1)Nc1ccc2c(c1)OCCO2 | -4% | 7.5%
58 | Cc1ccc(/C=N/N2CCN(Cc3ccccc3Cl)CC2)s1 | -3% | -1.4%
59 | CCOC(=O)c1[nH]c(C)c(C(=O)OC(C)C(=O)Nc2ncc(Cl)cc2Cl)c1C (centres undefined) | / | -0.1%
60 | CCOC(=O)N1CCN(C(=O)c2ccc3c(=O)n(-c4ccc(F)cc4)c(=S)[nH]c3c2)CC1 | / | -0.9%
61 | CCCc1cc(C(=O)Nc2sc(C)c(C)c2C(=O)OCC)no1 | -7% | 1.8%
62 | COc1cccc(C2C(C(=O)OCCc3ccccc3)=C(C)NC3=C2C(=O)CCC3)c1 (centres undefined) | 1% | 4.8%
63 | CC(C)C(CC(=O)N1CCCCC1)C1CCOC(C)(C)C1 (centres undefined) | -10% | 0.9%
64 | O=C1CC(c2ccccc2)CC2=C1C(c1cccc([N+](=O)[O-])c1)Nc1ccc(C(=O)c3ccccc3)cc1N2 (centres undefined) | 2% | 1.9%
65 | Cc1ccccc1C1CC(c2ccccc2)Nc2ncnn21 (centres undefined) | -2% | /
66 | COc1ccc(-c2cc(C(F)(F)F)n3nc(C(=O)NCCc4ccccc4)cc3n2)cc1OC | 7% | -0.1%
67 | Cn1c(NC(=O)c2ccccc2)c(-c2ccccn2)c(=O)c2ccccc21 | / | -4.2%
68 | COc1c(F)c(F)c(-c2c(F)c(F)c(OC)c(F)c2F)c(F)c1F | -2% | 2.9%
69 | Cc1cnc(C(=O)Nc2cccc(-c3nnc4n3CCCCC4)c2)cn1 | -6% | -3.3%
70 | Cc1cc(Cl)c(S(=O)(=O)Nc2ccc3c(c2)OCCO3)cc1OCC(=O)NC1CCCCC1 | / | 0.4%
71 | O=C(NCc1ccccc1)c1ccc(C#Cc2ccccc2)cc1 | 2% | -0.1%
72 | CCC(Oc1ccccc1)C(=O)Nc1cccc(Br)c1 (centres undefined) | 2% | 1.5%
73 | O=C1ON=C(c2ccccc2)/C1=C/c1cccnc1 | 0% | 4.6%
74 | CN(C)S(=O)(=O)c1ccc(S(=O)(=O)NC2CCOC(C)(C)C2)cc1 (centres undefined) | / | 5.3%
75 | O=C(NC1CCS(=O)(=O)C1)c1cccc(S(=O)(=O)N2CCOCC2)c1 (centres undefined) | -8% | 5.2%

Single values from the entries so far:
CC(=O)N/N=C/c1nc2ccccc2[nH]1 in MKP-3 inhibition shows -5%
COc1cccc(C2C(C(=O)OCCc3ccccc3)=C(C)NC3=C2C(=O)CCC3)c1 (centres undefined) in MKP-3 inhibition shows 1%
CN(C)S(=O)(=O)c1ccc(S(=O)(=O)NC2CCOC(C)(C)C2)cc1 (centres undefined) in Hsp70 displacement shows 5.3%
CCOC(=O)N1CCN(C(=O)c2ccc3c(=O)n(-c4ccc(F)cc4)c(=S)[nH]c3c2)CC1 in Hsp70 displacement shows -0.9%
COC(=O)c1ccc(S(=O)(=O)N2CCCC2)o1 in MKP-3 inhibition shows -7%

The main list resumes, repeating the 5 entries before the break.
entry | structure | MKP-3 inhibition | Hsp70 displacement
71 | O=C(NCc1ccccc1)c1ccc(C#Cc2ccccc2)cc1 | 2% | -0.1%
72 | CCC(Oc1ccccc1)C(=O)Nc1cccc(Br)c1 (centres undefined) | 2% | 1.5%
73 | O=C1ON=C(c2ccccc2)/C1=C/c1cccnc1 | 0% | 4.6%
74 | CN(C)S(=O)(=O)c1ccc(S(=O)(=O)NC2CCOC(C)(C)C2)cc1 (centres undefined) | / | 5.3%
75 | O=C(NC1CCS(=O)(=O)C1)c1cccc(S(=O)(=O)N2CCOCC2)c1 (centres undefined) | -8% | 5.2%
76 | CC(C)=C(C#N)c1nc2ccccc2s1 | -21% | -4.2%
77 | C=CCNc1nc(NCc2ccccc2)c(C#N)c2c1CN(C)CC2 | 2% | 2.9%
78 | Cc1ccccc1CN1C2=NCCCN2c2ccccc21 | / | -0.3%
79 | COc1cccc(C2C(C(=O)Nc3ccccc3)=C(C)N=c3s/c(=C\c4ccc(O)cc4)c(=O)n32)c1 (centres undefined) | 4% | -6.2%
80 | Nc1nnc(CCOc2ccccc2Cl)s1 | / | -2.8%
81 | O=C(CSc1nsc(SCC(=O)Nc2ccccc2F)n1)Nc1ccccc1F | 0% | 1.2%
82 | CCC12CN3CC(CC)(CN(C1)C3c1ccccc1)C2=O (centres undefined) | 0% | -2.8%
83 | COc1ccc(NC(=O)CSc2c(C)nn(-c3nnc(C)c(=O)[nH]3)c2C)cc1 | -3% | 4.4%
84 | CCN(CC)C(=O)c1cccc(-c2ccc(OC)cc2)c1 | 2% | -2.0%
85 | CCN(c1ccccc1)S(=O)(=O)c1ccc(F)cc1C | -13% | 7.0%
86 | CCCCOc1ccc(NCN2C(=O)c3ccccc3C2=O)cc1 | 3% | -6.2%
87 | COc1cccc(N2CCN(C(c3ccccn3)c3nnnn3C(C)(C)C)CC2)c1 (centres undefined) | / | 1.7%
88 | O=C(/C=C/c1ccco1)Nc1ccc(Cl)c(Cl)c1 | 11% | -6.6%
89 | O=C1NC(=O)C(=Cc2ccc(OS(=O)(=O)c3ccc([N+](=O)[O-])cc3)cc2)C(=O)N1 | 4% | -1.4%
90 | Cc1cc(C)n(-c2ccc(C(=O)NCc3cccs3)cc2)n1 | -8% | 2.2%
91 | O=C(O)C1CN(S(=O)(=O)c2ccccc2)CCN1S(=O)(=O)c1ccccc1 (centres undefined) | 2% | /
92 | COC(C(=O)N/N=C(\C)c1ccc2c(c1)OCCO2)c1ccccc1 (centres undefined) | 0% | -1.3%
93 | COc1ccc(-n2c(N)c(C(=O)NCC3CCCO3)sc2=S)cc1 (centres undefined) | -3% | -1.9%
94 | Cc1ccc(N(CC(=O)Nc2ccccc2F)S(=O)(=O)c2ccccc2)c(C)c1 | 2% | -3.3%
95 | CCc1ccc2oc(-c3cccc(NC(=O)c4ccc(Br)o4)c3)nc2c1 | 2% | -2.0%
96 | CC(=O)c1sc(Nc2ccccn2)nc1C | -15% | 0.3%
97 | O=S(=O)(c1ccc2nc(Cc3ccccc3)[nH]c2c1)N1CCOCC1 | 1% | 8.1%
98 | Cc1cc(C)n(-c2ncc(-c3ccccc3)nn2)n1 | -2% | 4.1%
99 | Cc1cc(S(=O)(=O)NC(C)C)ccc1OCC(=O)N1CCOCC1 | / | 7.6%
100 | Oc1cccc(/C=N/Nc2nc(N3CCOCC3)nc(N3CCOCC3)n2)c1 | 0% | 5.1%
101 | CCCCCn1c(N2CCOCC2)nc2c1c(=O)n(CC(N)=O)c(=O)n2C | -6% | -2.9%
102 | Cc1cc(C)c(C(=O)/C(=C/c2ccccc2F)c2ccccc2)c(=O)[nH]1 | 1% | 6.1%
103 | CC(=O)SC(C)CC(=O)NCc1ccccc1 (centres undefined) | / | 1.5%
104 | Cc1ccc(N2C(=O)C3C4C=CC(C4)C3C2=O)cc1 (centres undefined) | -1% | -1.0%
105 | O=S1(=O)CC(O)C(Nc2ccccc2Cl)C1 (centres undefined) | 6% | -3.1%
106 | C=CCOc1ccc(/C=C2\C(=O)NC(=O)N(c3ccc(Cl)cc3)C2=O)cc1OCC | -1% | -8.6%
107 | Cc1ccccc1-c1nnn(CC(=O)NCc2ccc3c(c2)OCO3)n1 | -16% | 1.6%
108 | CCOC(=O)C(O)(C1C(=O)CC(C)(C)CC1=O)C(F)(F)F (centres undefined) | -3% | 1.6%
